From PubChem
GPR151 activ – activators of human GPR151, primary screen, cell-based, PathHunter beta-arrestin, luminescence; 650,000 tested, 1% active; AID 1508602, 2020; G-protein coupled receptor 151 (Homo sapiens), Q8TDV0; PathHunter beta-arrestin GPR151 cells; activation, % at 11.2 µM; in the data active = activation above about 4.9%;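 note: 0% = median of compound wells and 100% = cells with positive control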
Target sequence (Q8TDV0 whole entry, looked up): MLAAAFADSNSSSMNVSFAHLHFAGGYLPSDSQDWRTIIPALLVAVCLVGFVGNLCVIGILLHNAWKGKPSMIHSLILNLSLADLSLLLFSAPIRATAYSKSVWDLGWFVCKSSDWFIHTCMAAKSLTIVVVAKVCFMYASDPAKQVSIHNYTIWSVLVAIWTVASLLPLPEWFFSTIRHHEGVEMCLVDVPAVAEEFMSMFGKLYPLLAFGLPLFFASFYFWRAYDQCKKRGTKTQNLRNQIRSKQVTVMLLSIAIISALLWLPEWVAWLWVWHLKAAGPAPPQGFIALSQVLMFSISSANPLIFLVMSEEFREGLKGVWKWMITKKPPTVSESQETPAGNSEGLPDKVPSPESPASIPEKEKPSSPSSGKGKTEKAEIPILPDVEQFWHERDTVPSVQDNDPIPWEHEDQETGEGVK
FBW7 activator – FBW7 E3 ligase activators, primary screen, biochemical, AlphaScreen, human; AID 1259310, 2017; 650,000 tested, 0.13% active; AlphaScreen FBW7–phospho-cyclin E peptide binding, activator screen; normalized activity (activation), % at 26.1 µM; in the data active = normalized activity above about 1.9%;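 note: purified mutant Fbw7 with reduced substrate affinity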
MITF inh – MITF inhibitors, primary screen, biochemical, AlphaScreen, human; 650,000 tested, 0.91% active; inhibition, % at 2.6 µM; Microphthalmia-associated transcription factor (Homo sapiens), O75030; AlphaScreen MITF homodimerization, bead proximity signal; in the data active = inhibition above about 50%;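 note: 0% = vehicle wells with protein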
Target sequence (O75030 whole entry, looked up): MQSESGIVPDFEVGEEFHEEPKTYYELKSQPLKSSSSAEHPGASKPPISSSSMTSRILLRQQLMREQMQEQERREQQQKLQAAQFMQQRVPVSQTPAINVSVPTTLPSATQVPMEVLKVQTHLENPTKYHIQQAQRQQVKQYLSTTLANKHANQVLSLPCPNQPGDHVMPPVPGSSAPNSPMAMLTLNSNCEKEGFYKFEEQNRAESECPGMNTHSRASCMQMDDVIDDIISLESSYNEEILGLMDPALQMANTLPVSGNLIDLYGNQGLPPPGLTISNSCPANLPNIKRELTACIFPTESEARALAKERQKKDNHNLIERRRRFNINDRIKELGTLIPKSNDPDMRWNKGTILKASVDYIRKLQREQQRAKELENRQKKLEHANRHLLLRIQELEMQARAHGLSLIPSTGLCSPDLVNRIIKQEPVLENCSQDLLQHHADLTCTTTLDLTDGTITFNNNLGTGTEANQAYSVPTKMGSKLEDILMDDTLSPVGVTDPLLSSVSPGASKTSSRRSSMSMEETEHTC
TEAD-YAP block – TEAD-YAP interaction inhibition, primary screen, TEAD-YAP interaction inhibitor project, luminescence, HEK-TIYL cells; TEAD-Gal4/YAP UAS-luciferase luminescence; inhibition, % at 9.12 µM; 640,000 tested, 1.4% active; in the data active = inhibition above about 32%;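 note: 0% = median of test compound wells and 100% = reference inhibitor wells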
Starred values were filed as active, the others as inactive.

# | mol | FBW7 activator | GPR151 activ | TEAD-YAP block | MITF inh
1 | Cc1ccccc1NC(=O)CN1C(=O)C2(SCC(=O)N2c2ccc(F)cc2)c2ccccc21 (centres undefined) | 0.1 | 1.8 | -1 | 7
2 | CCN1CCN(CC(=O)N2N=C(c3cccs3)CC2c2ccc(F)cc2)C(=O)C1=O (centres undefined) | 0.2 | 0.9 | 0 | -1
3 | O=C(NCCc1cccc(Cl)c1)c1cc(-c2ccc(Cl)s2)nc2ccccc12 | -0.1 | 0.3 | 2 | 0
4 | COc1ccc(C(=O)NNC(=O)COc2ccc(Br)cc2C)cc1 | 0.0 | 0.4 | 3 | 10
5 | CS(=O)(=O)c1ccc2nc(NC(=O)CCCOc3ccccc3)sc2c1 | -0.3 | -0.7 | 12 | -5
6 | Cc1cccc(Nc2nc(-c3ccccc3)c3cc(C)ccc3n2)c1 | 0.5 | 2.0 | -5 | -2
7 | O=C(O)C1CCCCC1C(=O)NCc1ccc(Cl)c(Cl)c1 (centres undefined) | 0.2 | -0.2 | -20 | 13
8 | Cc1ccc(-c2noc(CCC(=O)N(C)c3cccc(Cl)c3)n2)cc1 | 0.0 | 1.3 | 8 | 13
9 | O=C(COc1ccc2ccccc2c1Br)Nc1ccc(S(=O)(=O)N2CCc3ccccc32)cc1 | 0.2 | 1.0 | 13 | 4
10 | CC(=O)c1ccc(N2CCN(S(=O)(=O)c3c(C)n[nH]c3C)CC2)cc1 | 0.7 | 0.2 | -1 | 12
11 | CCOc1ccc(C2N3CCc4ccccc4C3CN2S(=O)(=O)c2ccc(C)cc2)cc1OCC (centres undefined) | -0.1 | 0.3 | -1 | 8
12 | COc1ccccc1Nc1cc(=O)n(C)c(=O)[nH]1 | -0.1 | -0.9 | 6 | -7
13 | C=CCOc1ccc(C(=O)N2CCCC(c3c(S(C)(=O)=O)cnc4ncnn34)C2)cc1 (centres undefined) | 0.1 | 1.9 | 10 | 6
14 | CC(=O)c1ccc(-c2cc(F)cc3c2OC(CNC(=O)CSc2ccncc2)C3)s1 (centres undefined) | 0.4 | 0.5 | 5 | 10
15 | CCOc1ccccc1C(=O)NC1CCSC1=O (centres undefined) | -0.1 | -0.2 | 3 | -12
16 | CC1(C)CC(=O)C2=C(C1)NC1=C(C(=O)CC(C)(C)C1)C2c1ccc(O)c([N+](=O)[O-])c1 | 0.5 | -1.3 | -15 | 12
17 | CCOc1cc(/C=C2/SC(N)=NC2=O)ccc1OCc1ccc(F)cc1 | -0.1 | 2.0 | 6 | -2
18 | Fc1ccc(C2CC(c3cccs3)=NN2c2nc(-c3ccc(-c4ccccc4)cc3)cs2)cc1 (centres undefined) | -0.1 | 0.2 | -3 | -1
19 | COc1ccc(/C=N\NC(=O)c2n[nH]c3c2CCCC3)c(OC)c1OC | 0.9 | 0.8 | 61* | -3
20 | CC(=O)c1cccc(NS(=O)(=O)c2ccc3c(c2)OCCN3C)c1 | 0.1 | 1.2 | 17 | 10
21 | Cc1ccc(N2CC(NC(=O)NCCc3c[nH]c4ccccc34)CC2=O)cc1C (centres undefined) | 0.0 | -0.3 | 6 | 3
22 | CCOC(=O)CN1N=C(c2ccc(C)cc2)CCC1=O | -0.1 | 0.3 | -5 | -10
23 | Fc1nc(F)c(F)c(Sc2nc3ccccc3s2)c1F | 0.1 | -0.5 | 4 | 8
24 | CC(=O)Oc1cccc(NC(=O)c2ccc3c(c2)C(=O)N(CC(C)C)C3=O)c1 | -0.3 | 0.8 | 26 | 0
25 | COc1cccc(NC(=O)c2cnc3ccccn23)c1 | -0.6 | -0.9 | -27 | 9
26 | O=C(NCc1ccco1)c1cnc(N2CCCC2)nc1 | 0.0 | -1.3 | 4 | 10
27 | Cn1c(=O)n(CC(=O)Nc2cccc(C(F)(F)F)c2)c(=O)c2ccccc21 | -0.1 | 0.2 | 6 | 6
28 | Nc1cccc(-c2nc(Nc3ccc(N4CCOCC4)cc3)c3[nH]cnc3n2)c1 | -0.3 | -2.0 | 60* | -12
29 | CCOC(=O)C1(Cc2ccccc2)CCCN(S(C)(=O)=O)C1 (centres undefined) | -0.1 | -0.5 | -4 | -3
30 | Cn1cccc1C(=O)NC(=O)CSc1cccc[n+]1[O-] | -0.2 | 4.9* | -3 | -1
31 | COc1ccc(-c2ccc(=O)n(CC3CCN(C(=O)C4CC4)CC3)n2)cc1 | 0.0 | -0.3 | -2 | 7
32 | COc1ccccc1OCC(=O)N/N=C/c1cccc2cccnc12 | -0.1 | -1.1 | -2 | 48
33 | O=C(NC1CC1)c1ccc(CSCc2ccc(Cl)cc2)o1 | -0.1 | 0.1 | -10 | -9
34 | N#Cc1nc2c(-c3nc4ccccc4s3)c(N)n(CC3CCCO3)c2nc1C#N (centres undefined) | -0.1 | 0.9 | -6 | 7
35 | O=C(NCCN1Cc2ccccc2OC(c2ccccc2)C1)c1cnccn1 (centres undefined) | 0.8 | 2.3 | -1 | -1
36 | COc1cccc(/C=N/NS(=O)(=O)c2ccc(Cl)cc2)c1O | 0.0 | -0.4 | -4 | -4
37 | COc1cc(C)ccc1OCCn1c(-c2ccc(Cl)cc2)nc2ccccc2c1=O | 0.9 | -2.5 | 0 | -1
38 | Cc1ccc(C)c(S(=O)(=O)N2CCCCC2)c1 | 0.0 | 1.3 | -3 | 3
39 | O=C(Oc1ccc2c(c1)OCO2)C12CC3CC(CC(Cl)(C3)C1)C2 | -0.1 | 0.8 | -2 | -21
40 | N#CC1=C(S)N(c2ccc(F)cc2)C(c2ccco2)NC1=O (centres undefined) | -0.1 | -0.3 | 3 | -1
41 | O=C(Cc1ccccn1)N1CCc2nc(N3CCCC3)[nH]c(=O)c2C1 | -0.1 | -1.5 | -4 | -12
42 | Cc1ccc(NC(=O)CN(c2cc(C(F)(F)F)ccc2Cl)S(C)(=O)=O)cc1C | 0.8 | -1.0 | -3 | 10
43 | O=S(=O)(Nc1nc2ccccc2nc1Cl)c1cc(F)ccc1F | -0.2 | -1.0 | -1 | -7
44 | CC(=O)N(C)c1ccc(NC(=O)c2c(-c3ccccc3Cl)noc2C)cc1 | 0.1 | 2.1 | -1 | 6
45 | CCCOCc1cc(CN2CCN(C)CC2)c(O)c2ncccc12 | -1.2 | -1.8 | 7 | 94*
46 | Cn1cc(CC(=O)NC2CCN(Cc3ccccc3)CC2)c2ccccc21 | 0.0 | 2.4 | 3 | 6
47 | CCOC(=O)c1c(/N=C/N(C)C)sc(C=C(C#N)C#N)c1-c1ccccc1 | 0.1 | -0.6 | 8 | 4
48 | NC(=O)COC(=O)Cc1ccc(Cl)c(Cl)c1 | -0.1 | -1.3 | -8 | -7
49 | Cc1nn2c(SCC(=O)Nc3ccc(Br)cc3)nnc2[nH]c1=O | 0.0 | 0.3 | 10 | 1
50 | COC(=O)CSc1ccc2nnc(-c3ccc(OC)cc3)n2n1 | 0.0 | 0.6 | 8 | 5
51 | Brc1cnc(NCCc2c[nH]c3ccccc23)nc1 | -0.3 | 4.9 | -6 | 4
52 | O=C(c1ccncc1)N1CCc2c(nc(N3CCCC3)[nH]c2=O)C1 | 0.0 | 4.8 | 1 | 12
53 | CS(=O)(=O)N(CC(=O)Nc1ccccc1-c1ccccc1)c1ccc2c(c1)OCCO2 | 0.2 | -1.5 | 7 | 7
54 | Cc1ccc(OCCn2cncn2)c([N+](=O)[O-])c1 | 0.0 | -0.3 | -3 | -27
55 | CC1(C)OC(=O)C(=CNc2cc([N+](=O)[O-])ccc2F)C(=O)O1 | -0.1 | -1.1 | 6 | 3
56 | COc1cccc(C(c2nnnn2C(C)C)N2CCN(C)CC2)c1OC (centres undefined) | 0.1 | -0.5 | 3 | -6

Single records, as listed above.
Brc1cnc(NCCc2c[nH]c3ccccc23)nc1 is listed as FBW7 activator = -0.3; GPR151 activ = 4.9; TEAD-YAP block = -6; MITF inh = 4
CC1(C)OC(=O)C(=CNc2cc([N+](=O)[O-])ccc2F)C(=O)O1 is listed as FBW7 activator = -0.1; GPR151 activ = -1.1; TEAD-YAP block = 6; MITF inh = 3

Later entries
# | mol | FBW7 activator | GPR151 activ | TEAD-YAP block | MITF inh
57 | Clc1ccc(OCC#CCn2ccnc2)cc1 | 0.3 | 2.2 | 5 | 58*
58 | O=C(CSc1ccc(-c2ccc(-n3cccn3)cc2)nn1)Nc1ccccc1 | -0.1 | 0.3 | 2 | 9
59 | Cc1cc(C(=O)N/N=C\c2cc(Br)cc(C)c2O)n[nH]1 | -0.5 | -0.4 | 8 | 6
60 | COc1ccc(NC(=O)C(c2cc3c(cc2[N+](=O)[O-])OCO3)N(C)c2ccccc2)cc1 (centres undefined) | -0.1 | -2.6 | -18 | -9
61 | CC1(C)CC(=O)c2c(oc3c2cc(NS(=O)(=O)c2ccc4c5c(cccc25)C(=O)N4)c2ccccc23)C1 | -0.7 | 0.7 | -22 | 11
62 | O=C(NC1CCCCC1)c1cc2c(s1)-c1ccccc1S(=O)(=O)C2 | -0.1 | -1.2 | -21 | -6
63 | CC1CC(C)CN(c2nc(N)ncc2[N+](=O)[O-])C1 (centres undefined) | -0.1 | 1.5 | 49* | -1
64 | Cc1ccccc1-c1nc(CN2CCC(C(=O)NCCCOC(C)C)CC2)c(C)o1 | -0.1 | -0.3 | 3 | 0
65 | Cc1cccc(N(C)c2nc3ccccc3n3cnnc23)c1 | 1.7 | 0.3 | -13 | 21
66 | CCC(C#CCN1CCCCC1)(CC)OCCC#N | 0.0 | -0.1 | 2 | 6
67 | CCc1ccc(-n2c(=S)sc3c(=O)n(-c4ccccc4C)c(SCC#N)nc32)cc1 | -0.1 | -0.5 | 1 | -4
68 | Cc1ccc([C@H]2[C@@H](C#N)[C@H](C#N)N3CCCN23)cc1 | 0.8 | -0.1 | -5 | 4
69 | CS(=O)(=O)Nc1cccc(-c2cnn3c(NCc4ccccn4)ccnc23)c1 | 0.1 | -0.7 | -22 | 1
70 | C=CCn1c(NCCCOC)nc2c1c(=O)n(C)c(=O)n2C | 0.2 | -0.4 | -2 | 10
71 | CCOC(=O)C1=C(CC)NC2=C(C(=O)CC(C)(C)C2)C1c1ccccc1F (centres undefined) | 0.0 | 0.4 | 12 | -2
72 | COc1ccc(NC(=O)N2CCN(c3ccc(C)cc3)C(C)C2)cc1 (centres undefined) | 0.0 | -0.2 | -10 | 3

Next part; the last three above are carried over.
# | mol | FBW7 activator | GPR151 activ | TEAD-YAP block | MITF inh
70 | C=CCn1c(NCCCOC)nc2c1c(=O)n(C)c(=O)n2C | 0.2 | -0.4 | -2 | 10
71 | CCOC(=O)C1=C(CC)NC2=C(C(=O)CC(C)(C)C2)C1c1ccccc1F (centres undefined) | 0.0 | 0.4 | 12 | -2
72 | COc1ccc(NC(=O)N2CCN(c3ccc(C)cc3)C(C)C2)cc1 (centres undefined) | 0.0 | -0.2 | -10 | 3
73 | O=S(=O)(Cc1ccccc1)Nc1nnc(CCc2ccccc2)s1 | 0.1 | -0.1 | -2 | 5
74 | CC1(C)CC(=O)CC(=Nc2ccc(F)cc2)C1 | 0.0 | 0.0 | 6 | 7
75 | COc1ccc(CN2CCNC(=O)C2CC(=O)N2CCCO2)c(OC)c1 (centres undefined) | 0.2 | -0.3 | -7 | 14
76 | COCCNC(=O)COc1ccc(C)cc1 | 0.0 | 0.7 | -8 | -6
77 | Cc1nc2ccccc2n(Cc2ccc(F)cc2)c1=O | 0.1 | 0.0 | 4 | -9
78 | Cc1nc(N2CCC(C(=O)N(C)Cc3nc4ccccc4s3)CC2)nc2ccc(F)cc12 | 0.5 | -1.8 | -7 | -22
79 | CSC1=NC(C)=C(C(=O)Nc2ccccc2)C2(CCCCC2)C1C(N)=O (centres undefined) | 0.1 | -0.6 | -2 | 4
80 | NS(=O)(=O)c1ccc(O)c(NC(=O)c2ccccc2)c1 | 0.1 | 0.4 | 7 | -17
81 | CCCCOc1ccc(NC(=O)c2cc3ccccc3oc2=O)cc1 | -0.1 | -1.0 | -9 | 0
82 | CCOc1ccc(Br)cc1C(=O)N/N=C/c1cc([N+](=O)[O-])cc(OC)c1O | 0.0 | -0.1 | 7 | 15
83 | CS(=O)(=O)N(CC(=O)Nc1ccc(Cl)cc1)c1ccc(OCc2ccccc2)cc1 | -0.2 | -2.1 | -10 | -3
84 | O=C(O)CNC(=O)/C=C/c1ccc(F)cc1 | 0.1 | 1.3 | -8 | -4
85 | CCCN1CCN(C(=O)Cn2ncc3c(C)n(Cc4ccc(F)cc4)c(C)c3c2=O)CC1 | -0.4 | -1.2 | -7 | 6
86 | Cc1c(Cl)cccc1NS(=O)(=O)c1cc2c3c(c1)CCN3C(=O)CC2 | 0.0 | -0.4 | -8 | -6
87 | Cc1cc(C)n(-c2ccc(N3CCN(C(=O)COc4ccccc4)CC3)nn2)n1 | 1.4 | -0.8 | 3 | 17
88 | CCCCCSc1nnc2c(n1)OC(/C=C/c1cccs1)N(C(C)=O)c1ccccc1-2 (centres undefined) | 0.1 | -1.0 | -9 | 0
89 | Cn1cnc([N+](=O)[O-])c1NCc1ccc(Cl)cc1 | 0.0 | 0.8 | 3 | 0
90 | Cc1ccc2cc(/C=C3/N=C(c4ccccc4)OC3=O)c(N3CCOCC3)nc2c1 | 0.0 | -0.1 | 0 | 1
91 | Cc1ccc(O)c(NC(=O)c2cc(-c3ccccc3F)no2)c1 | 0.1 | -2.9 | -30 | -6
92 | O=C1NN(C(=O)Nc2ccccc2)C2Cc3ccccc3C12 (centres undefined) | 0.0 | 2.2 | -11 | 7
